POLH inh – qHTS for Inhibitors of Polymerase Eta | Potency, µM (titrated, usually from 114 µM), for the others: top-dose activity change, negative = inhibition, usual class: inhibitors | hit rate 1.2% among 390,000 | DNA polymerase eta (Homo sapiens), Q9Y253 | recombinant Pol eta, fluorescent DNA replication assay | AID 588591, 2011; note: potency is the fitted concentration of half-maximal effect; % is set by controls: 0 for no effect and ±100 for the full control effect
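Pol eta (10 nM) was preincubated with compounds for 15 min at room temperature, after which fluorescent replication substrate (50 nM final) was added to start the reaction. Fluorescence was read kinetically at 0 and 10 min.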
Pol beta inh – qHTS Assay for Inhibitors of DNA Polymerase Beta | AID 485314, 2010 | Pol beta primer extension/strand displacement, fluorescence kinetic | hit rate 1.3% among 340,000 | Potency, µM (doses to about 114 µM), for the others: at the top dose activity change, negative = inhibition, actives largely listed as inhibitors; note: potency is the fitted concentration of half-maximal effect; % is set by controls: 0 for no effect and ±100 for the full control effect
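Kinetic readout of DNA synthesis with strand displacement by Pol beta. Compound and 10 nM enzyme sit 15 min at room temperature; 50 nM substrate starts the reaction, read immediately and at 10 min.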
BLM inh – qHTS Assay for Inhibitors of Bloom's syndrome helicase (BLM). RecQ-like DNA helicase BLM (Homo sapiens), P54132. recombinant BLM DNA unwinding, fluorescence dequenching. Potency, µM (top dose mostly 56.1 µM), for inactives: top-dose activity change, negative = inhibition, most hits filed as inhibitors. hit rate 0.2% among 350,000;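 note: potency is the fitted concentration of half-maximal effect; plate controls were vehicle for no effect and no enzyme for full effect; nearly all actives have a fitted effect of over 35% in size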
Pol iota inh – qHTS for Inhibitors of Polymerase Iota. DNA polymerase iota (Homo sapiens), Q9UNA4. Pol iota fluorescent replication assay, 10 min. Potency, µM (doses to about 115 µM), for inactives: at the highest dose activity, negative = inhibition, most hits filed as inhibitors. hit rate 1% among 390,000; note: potency is the fitted concentration of half-maximal effect
Target sequence (Q9UNA4 whole entry, looked up): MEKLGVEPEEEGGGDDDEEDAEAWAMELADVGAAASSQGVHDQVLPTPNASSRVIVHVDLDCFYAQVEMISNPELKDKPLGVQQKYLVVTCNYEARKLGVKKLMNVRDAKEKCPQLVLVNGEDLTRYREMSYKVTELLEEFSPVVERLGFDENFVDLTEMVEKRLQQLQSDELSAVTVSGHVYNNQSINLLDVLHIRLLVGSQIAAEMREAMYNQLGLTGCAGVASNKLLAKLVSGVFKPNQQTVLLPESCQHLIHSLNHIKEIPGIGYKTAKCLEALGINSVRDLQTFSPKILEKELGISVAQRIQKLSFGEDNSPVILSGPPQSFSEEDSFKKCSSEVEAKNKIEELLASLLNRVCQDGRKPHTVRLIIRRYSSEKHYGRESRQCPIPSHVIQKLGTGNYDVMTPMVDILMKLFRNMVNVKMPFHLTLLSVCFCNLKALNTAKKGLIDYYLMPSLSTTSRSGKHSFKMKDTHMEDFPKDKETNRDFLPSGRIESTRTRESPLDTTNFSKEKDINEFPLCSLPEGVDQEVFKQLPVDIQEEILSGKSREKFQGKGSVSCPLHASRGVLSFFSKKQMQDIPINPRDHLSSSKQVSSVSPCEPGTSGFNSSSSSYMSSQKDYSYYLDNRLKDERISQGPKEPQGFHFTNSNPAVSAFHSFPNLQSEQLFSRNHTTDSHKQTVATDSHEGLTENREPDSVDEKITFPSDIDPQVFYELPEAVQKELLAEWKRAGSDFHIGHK
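Pol iota at 10 nM preincubated 15 min with compounds at room temperature; reaction started with fluorescent substrate, 50 nM final. Fluorescence read kinetically at 0 and 10 min; buffer-only wells as negative control.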
POLK inh – qHTS for Inhibitors of Polymerase Kappa | DNA polymerase kappa (Homo sapiens), Q9UBT6 | purified Pol kappa, fluorescent DNA synthesis assay, 10 min | Potency, µM (series often up to 107 µM), for the others: at the highest dose activity, negative = inhibition, usual class: inhibitors | hit rate 0.53% among 400,000; note: potency is the fitted concentration of half-maximal effect; % is set by controls: 0 for no effect and ±100 for the full control effect
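Activity was followed as the change in fluorescence between reads at 0 and 10 min after starting the reaction with 50 nM substrate. Beforehand, 10 nM polymerase had been preincubated with compound for 15 min at room temperature.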
Tb PGK inh – qHTS Assay to Find Inhibitors of Phosphoglycerate Kinase. Phosphoglycerate kinase, glycosomal (Trypanosoma brucei brucei), P07378. Potency, µM (titrated, usually from 57.5 µM), inactives show at the highest dose activity change, negative = inhibition, usual class: inhibitors. PGK/GAPDH coupled, Kinase-Glo luminescence, 60 min. hit rate 0.043% among 380,000; note: potency is the fitted concentration of half-maximal effect; % is set by controls: 0 for no effect and ±100 for the full control effect; nearly all actives have a fitted effect of over 60% in size
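Luminescent ATP detection (Kinase-Glo Plus) follows a 60-minute room-temperature incubation, with wells lacking PGK as controls. Buffer: 100 mM TEA (pH 7.6), 5 mM MgCl2, 0.01% Tween-20. Coupling enzyme GAPDH (100 nM final) supplies unstable 1,3-BPG in-well.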
RXFP1 antag – qHTS Assay for Antagonists of the Relaxin Receptor RXFP1 | hit rate 0.59% among 350,000 | HEK293-RXFP1, relaxin-stimulated cAMP HTRF, 30 min; hits give low values | Relaxin receptor 1 (Homo sapiens), Q9HBX9 | activity change, negative = inhibition, % at 57.5 µM;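 active = activity change of -60% or lower, but not beyond a set lower limit; inconclusive = change between -60% and -40%, or beyond the set limit; inactive = change above -40%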; note: % is set by controls: 0 for no effect and ±100 for the full control effect
Anesthetic bind – qHTS Assay for Identification of Novel General Anesthetics; apoferritin/1-aminoanthracene competitive binding, fluorescence; Ferritin light chain (Equus caballus), P02791; Potency, µM (titrated, usually from 77.5 µM), for inactives: at the highest dose activity change, negative = displacement, hits mostly inhibitors; hit rate 0.074% among 350,000; note: potency is the fitted concentration of half-maximal effect; % is set by controls: 0 for no effect and ±100 for the full control effect; nearly all actives have a fitted effect of over 20% in size
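Apoferritin-based anesthetic binding model; compound displacement of fluorescent 1-AMA measured as endpoint fluorescence after 10 minutes at room temperature, scaled to free-ligand and complex controls.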
APE1 inh – qHTS Assay for Inhibitors of the Human Apurinic/apyrimidinic Endonuclease 1 (APE1). DNA repair nuclease/redox regulator APEX1 (Homo sapiens), P27695. recombinant APE1, TAMRA/BHQ-2 abasic DNA cleavage fluorescence. Potency, µM (titrated, usually from 65.8 µM), for inactives: at the top dose activity change, negative = inhibition, hits mostly inhibitors. hit rate 0.35% among 350,000. AID 2517, 2012;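 note: potency is the fitted concentration of half-maximal effect; plate controls were vehicle for no effect and reference inhibitor for full effect; nearly all actives have a fitted effect of over 55% in size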
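Endonuclease cleavage of a quenched abasic-site DNA duplex (50 nM) by APE1 (0.75 nM) was tracked by TAMRA dequenching. Compounds were preincubated with enzyme 15 min at room temperature; data normalized to buffer-only and DMSO wells plus NSC13755 control.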
Active calls of the source: *; i = inactive; ? = inconclusive; nt = not tested or not shown; & = joins results of further samples; [ ] = dose if it differs, or a comment. Unless noted, calls come from the whole dose curve; as a rule, active = well fitted curve in the direction sought with a large enough effect; inconclusive = small, poorly fitted or top-dose-only effect, or another doubt; inactive = no such curve, though single readings can be large; an effect the other way counts as inactive or inconclusive.

SMILES | POLH inh | Pol beta inh | BLM inh | Pol iota inh | POLK inh | Tb PGK inh | RXFP1 antag | Anesthetic bind | APE1 inh
COc1ccc(Br)cc1/C=N/NC(=O)CNC(=O)/C=C/c1ccccc1 | -6.2% | 0.3% | -2.1% | 0.0% | -15.0% | -6.2% | -13.1 | ? | -5.8%
O=C(O)c1ccc2cc(-c3ccccc3)[nH]c2c1 | -4.2% | nt | nt | -2.6% | -13.1% | -6.3% | -3.9 | nt | nt
O=[N+]([O-])c1ccc(Sc2cccc[n+]2[O-])c2nonc12 | 4.47µM* | 20µM* | ? | 3.55µM* | 31.6µM* | ? | ? | 1.1% | ?
Cc1cc(=O)[nH]c(SCC(=O)N2CCN(S(=O)(=O)c3ccccc3)C2)n1 | -20.1% | -18.7% | -7.1% | 32.2%[activator] | -5.6% | 2.6% | -6.0 | -3.0% | 13.6%
COc1ccc(/C=C2/C(=O)N(c3ccccc3)N=C2C)cc1Br | ? | 17.7% | -7.8% | 1.26µM* | 2.8% | -3.0% | ? | -0.4% | 7.4%
O=C(COC(=O)c1ccccc1F)NNC(=O)c1ccccc1 | -12.4% | nt | nt | 50.7%[activator] | -14.7% | -4.4% | -5.9 | nt | 9.1%
CCCCCCCC/C=C/CCCCCCCC(=O)NCCOP(=O)(O)O | nt | nt | -0.1% | nt | -2.2%[60.1 µM] | nt | nt | ? | -7.8%
c1csc(C2Nc3ccccc3-c3nc4ccccc4n32)c1 (stereo not drawn) | -17.4% | -6.5% | 2.6% | -10.5% | -3.8% | i | -3.0 | 9.7% | -13.3%
COc1cccc(-c2nc(-c3ccccc3)c(-c3ccccc3)[nH]2)c1OCC(=O)O | -18.2% | 79.9% | -4.8% | 12.7% | -7.3% | -8.6% | -16.1 | -11.3% | 8.0%
CC(C)C1OC2c3cccc4cccc(c34)C2N1c1ccccc1 (stereo not drawn) | -15.9% | ? | -11.5% | 30.8%[activator] | -1.8% | -10.7% | -0.2 | 1.0% | -4.1%
COc1ccc(S(=O)(=O)N2CCCC(C(=O)N3CCCC3)C2)cc1OC (stereo not drawn) | -1.3% | nt | nt | 22.1% | -1.0% | -7.5% | 1.4 | nt | 3.1%
Cc1cccc2cc(CN(Cc3ccco3)C(=O)c3cccs3)c(=O)[nH]c12 | 0.4% | -8.3% | -1.5% | 19.6% | 0.9% | -8.2% | -4.8 | 49.6%[activator] | -2.6%
COCCn1c(SCC(=O)Nc2cc(C)on2)nnc1-c1ccco1 | -14.6% | -1.4% | 2.0% | 5.3% | -1.7% | -9.5% | 0.4 | -3.9% | 2.4%
CN(C)c1ccc(/C=C(/C#N)C(=O)NCc2ccccc2)o1 | -0.7% | 4.6% | -3.4% | 24.7% | -2.5% | -6.9% | -4.3 | 7.3% | 1.4%
NC(=O)c1ccc(C(F)(F)F)n(Cc2ccc(Cl)cc2)c1=O | -10.0% | 1.6% | 1.0% | 11.3% | -15.6% | i | 1.5 | -22.3% | -5.4%
Cc1ccc(S/C=C\C(=O)c2ccccc2)cc1 | -13.6% | 20.8% | -16.0% | 79.4µM* | -22.9% | -9.8% | -20.5 | -13.0% | -3.1%
O=C(COc1nc2ccccc2nc1N1CCOCC1)N1CCc2ccccc21 | -16.6% | -6.2% | -1.1% | 37.3%[activator] | -1.8% | -0.1% | -7.3 | -6.9% | -1.8%
COc1ccc(OCC(=O)NNC(=O)C(=O)N2CCCC2)cc1 | -8.0% | -6.7% | 1.2% | 9.4% | -13.6% | -6.6% | -1.4 | 7.8% | 6.3%
Cc1ccc2c(c1)CC1(CN2C)C(=O)OC(C)(C)OC1=O | -9.2% | 0.2% | -1.7% | -3.3%&30.2% | -4.6%&-2.6% | -0.4% | -5.6 | -7.9% | 2.5%
Cc1cc(C)n2nc(SC(C)C(=O)Nc3ccccc3F)nc2n1 (stereo not drawn) | -15.7% | nt | nt | 92.5%[activator] | -16.3% | -3.5% | 8.5 | nt | 34.8%
CC(=O)N1CCN(S(=O)(=O)c2c(F)cc(F)c(Cl)c2F)CC1 | -1.4% | 10.1% | -1.3% | 166.7%[activator] | -4.1% | 7.9% | -4.9 | -5.0% | -11.7%
CCOC(=O)CNC(=O)c1cn(CC)c(=O)c2cc(OC)c(OC)cc12 | 4.0% | 9.6% | -0.1% | 3.0% | -18.6% | i | 1.5 | -7.7% | 0.3%
O=C(NCCc1cccc(Cl)c1)c1cc2ccccc2oc1=O | -10.1% | -11.9% | -1.2% | 171.5%[activator] | -1.8% | i | 15.1 | -2.2% | -6.6%
COc1ccc(-c2cc(C(=O)Nc3cc(C)ccc3O)no2)cc1OC | -19.6% | -24.9% | -5.0% | 14.8% | -5.8% | -3.9% | -11.9 | -8.0% | nt
CCOc1ccc2nc(NC(=O)c3nc(SC)ncc3Cl)sc2c1 | -4.1% | 0.4% | -2.1% | -6.7% | -19.4% | -0.9% | nt | -5.3% | nt

Three entries from above, with values under each structure:
Order of values – POLH inh	Pol beta inh	BLM inh	Pol iota inh	POLK inh	Tb PGK inh	RXFP1 antag	Anesthetic bind	APE1 inh
Cc1cc(C)n2nc(SC(C)C(=O)Nc3ccccc3F)nc2n1 (stereo not drawn)
 : -15.7%	nt	nt	92.5%[activator]	-16.3%	-3.5%	8.5	nt	34.8%
CCOc1ccc2nc(NC(=O)c3nc(SC)ncc3Cl)sc2c1
 : -4.1%	0.4%	-2.1%	-6.7%	-19.4%	-0.9%	nt	-5.3%	nt
COc1ccc(OCC(=O)NNC(=O)C(=O)N2CCCC2)cc1
 : -8.0%	-6.7%	1.2%	9.4%	-13.6%	-6.6%	-1.4	7.8%	6.3%

Reformatted with two lines to a compound: two of the compounds above.
Sequence of screens: POLH inh	Pol beta inh	BLM inh	Pol iota inh	POLK inh	Tb PGK inh	RXFP1 antag	Anesthetic bind	APE1 inh
- CN(C)c1ccc(/C=C(/C#N)C(=O)NCc2ccccc2)o1
  -0.7%	4.6%	-3.4%	24.7%	-2.5%	-6.9%	-4.3	7.3%	1.4%
- NC(=O)c1ccc(C(F)(F)F)n(Cc2ccc(Cl)cc2)c1=O
  -10.0%	1.6%	1.0%	11.3%	-15.6%	i	1.5	-22.3%	-5.4%

Marked active in POLH inh, among the entries above:
structure	POLH inh	Pol beta inh	BLM inh	Pol iota inh	POLK inh	Tb PGK inh	RXFP1 antag	Anesthetic bind
O=[N+]([O-])c1ccc(Sc2cccc[n+]2[O-])c2nonc12	4.47µM*	20µM*	?	3.55µM*	31.6µM*	?	?	1.1%

High-throughput results from PubChem BioAssay.

These rows are one share of the data; the hit share may differ from the screen's.
